Screening results: PubChem, National Center for Advancing Translational Sciences (NCATS)
AmpC no deterg – inhibitors of E. coli AmpC beta-lactamase without detergent; P00811; AmpC nitrocefin hydrolysis, absorbance 480 nm, 0.0001% Triton; Potency, µM (titrated, usually from 57.1 µM), without a hit: at the top dose activity change, negative = inhibition, usual class: inhibitors; 330,000 compounds, 0.52% hits;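 also: potency is read from the fitted curve at half-maximal effect; plate controls were no compound for no effect and no enzyme for full effect; nearly all actives have a fitted effect of over 20% in size; some results filed as inactive show a strong effect at the top dose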
Target sequence (P00811 whole entry, looked up): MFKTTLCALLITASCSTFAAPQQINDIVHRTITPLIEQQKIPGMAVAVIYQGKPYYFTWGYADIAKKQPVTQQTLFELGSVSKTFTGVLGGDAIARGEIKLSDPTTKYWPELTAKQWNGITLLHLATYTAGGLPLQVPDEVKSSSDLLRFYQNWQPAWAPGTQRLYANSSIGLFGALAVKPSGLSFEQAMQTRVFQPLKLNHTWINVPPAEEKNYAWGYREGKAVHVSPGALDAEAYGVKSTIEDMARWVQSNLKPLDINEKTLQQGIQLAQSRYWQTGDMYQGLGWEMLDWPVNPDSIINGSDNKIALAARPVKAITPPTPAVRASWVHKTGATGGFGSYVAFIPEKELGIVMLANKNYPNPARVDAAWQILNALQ
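AmpC (5.3 nM in the dispensed reagent) in 20 mM phosphate pH 7.0 with 0.01% (detergent screen) or 0.0001% Triton X-100 was preincubated with compounds for 15 min at room temperature. Nitrocefin was then added from an 800 uM solution, and hydrolysis was followed at 480 nm.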
LmPK inh – blocks Leishmania mexicana pyruvate kinase activity; 290,000 compounds, 0.37% hits; AID 1721; purified LmPK, Kinase-Glo ATP luminescence, 1 h; Potency, µM (top dose mostly 57.5 µM), for the others: at the top dose activity change, negative = inhibition, most hits filed as inhibitors; also: potency is read from the fitted curve at half-maximal effect; % is scaled to controls: 0 for no effect and ±100 for the full control effect
Target sequence (Q27686 whole entry, looked up): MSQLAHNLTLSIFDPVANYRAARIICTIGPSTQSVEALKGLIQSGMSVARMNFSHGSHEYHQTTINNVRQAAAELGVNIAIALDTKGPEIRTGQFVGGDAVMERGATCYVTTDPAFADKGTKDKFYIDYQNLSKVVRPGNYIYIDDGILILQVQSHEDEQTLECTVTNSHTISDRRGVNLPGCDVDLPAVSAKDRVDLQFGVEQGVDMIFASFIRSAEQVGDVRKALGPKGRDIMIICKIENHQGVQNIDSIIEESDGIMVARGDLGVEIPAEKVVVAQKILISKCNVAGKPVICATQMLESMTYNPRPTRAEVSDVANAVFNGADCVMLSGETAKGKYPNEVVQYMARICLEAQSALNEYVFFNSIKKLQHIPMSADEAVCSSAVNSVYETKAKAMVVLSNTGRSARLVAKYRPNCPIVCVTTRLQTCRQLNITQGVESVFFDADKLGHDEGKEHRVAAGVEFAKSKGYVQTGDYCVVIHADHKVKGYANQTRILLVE
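Purified LmPK (0.1 nM) with 0.5 mM PEP and 0.1 mM ADP in imidazole buffer pH 7.2 with MgCl2/KCl, 1 h at room temperature. ATP formed was read by luciferase luminescence and normalized to no-enzyme and uninhibited controls.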
Shiga inhibitor – blocks Shiga toxin action in Vero cells; Vero cells, Shiga toxin protein synthesis inhibition reporter; 290,000 compounds, 9.2% hits; inhibition, % at 38.7 µM; in the data active = inhibition mostly above about 28%, no sharp cut-off; inactive = mostly below about 43%; also: 0% is about no effect
TbPYK inhibitor – T. brucei pyruvate kinase inhibition; Q57TT1; TbPYK enzyme, Kinase-Glo Plus ATP luminescence, 45 min; Potency, µM (highest dose often 76.8 µM), for inactives: at the top dose activity, negative = inhibition, actives largely listed as inhibitors; 410,000 compounds, 0.12% hits; AID 624173; also: potency is read from the fitted curve at half-maximal effect; % is scaled to controls: 0 for no effect and ±100 for the full control effect; nearly all actives have a fitted effect of over 50% in size
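TbPYK + substrate in 50 mM TEA pH 7.2, 100 mM KCl, 10 mM MgCl2, 0.05% BSA, 0.01% Tween-20; cpd pinned; ADP 130 uM final; 45 min RT; Kinase-Glo Plus 10 min; luminescence endpoint.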
Pf growth 96h – P. falciparum growth inhibition at 96 hours; 320,000 compounds, 6.9% hits; AID 504834; Potency, µM (top dose mostly 28.7 µM), without a hit: top-dose activity change, negative = inhibition, actives largely listed as inhibitors; P. falciparum luciferase reporter growth, 96 h; also: potency is read from the fitted curve at half-maximal effect; % is scaled to controls: 0 for no effect and ±100 for the full control effect
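Infected RBCs, 2% Hct / 0.05% parasitemia final; luciferase-reporter P. falciparum; cpd 96 h, 37 C, 5% CO2; luciferase detection reagent; luminescence.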
Cycloheximide cs – counter-screen for Shiga toxin inhibitors: cycloheximide protein synthesis inhibition; cell reporter, cycloheximide protein synthesis inhibition counterscreen; 300,000 compounds, 12% hits; max response, %; in the data active = max response mostly above about 13%, no sharp cut-off; inactive = mostly below about 14%; also: read at 38.3 µM for the half of the compounds with a filed dose; 0% is about no effect
Pf growth 48h – inhibits P. falciparum growth in the first generation, 48 h | P. falciparum luciferase growth in erythrocytes, 48 h | Potency, µM (doses to about 28.7 µM), for the others: at the highest dose activity change, negative = inhibition, most hits filed as inhibitors | 310,000 compounds, 5.9% hits; also: potency is read from the fitted curve at half-maximal effect; % is scaled to controls: 0 for no effect and ±100 for the full control effect
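Read-out is firefly luciferase luminescence from an integrated reporter in P. falciparum, so falling signal marks reduced parasite growth. Infected erythrocytes were at 2% hematocrit and 0.1% parasitemia (final) in Albumax-supplemented RPMI 1640.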
Starred values were filed as active, the others as inactive; ? = inconclusive; nt = not tested or not shown; & = joins results of further samples; [ ] = dose if it differs, or a comment. Unless noted, calls follow the shape of the dose curve; as a rule, active = well fitted curve in the direction sought with a large enough effect; inconclusive = small, poorly fitted or top-dose-only effect, or another doubt; inactive = no such curve, though single readings can be large; an effect the other way counts as inactive or inconclusive.

entry	Compound	Cycloheximide cs	Pf growth 96h	AmpC no deterg	Shiga inhibitor
1	Cc1ccc(-c2nnn(CC(=O)N(CCN3CCOCC3)C(C(=O)NC3CCCC3)c3ccncc3)n2)o1 (stereo not drawn)	-3	?	-19%	-13
2	Cc1cccc(NC(NC(=O)c2cccnc2)C(Cl)(Cl)Cl)c1 (stereo not drawn)	-9	13µM*	1%	-5
3	CCc1ccc2nc3sc(C(=O)O)cc3cc2c1	-5	26%	117%[activator]	19
4	Cc1c(C)[n+](=O)c(-c2ccc(F)cc2)c(C)n1[O-]	-7	21%	-14%	1
5	COc1ccc(CN(C(=O)CN2C(=O)COc3ccccc32)C2CCCC2)c(OC)c1	-3	nt	39%	6
6	COc1ccc(Br)cc1CN(C)C(=O)Cc1ccc(S(=O)(=O)N2CCOCC2)s1	nt	?	101%[activator]	nt
7	Cc1cc(C)nc(-n2nc(C)c3c(C(=O)O)cc(-c4cccc(Br)c4)nc32)n1	-1	0%	-6%	12
8	CC(Sc1c[nH]c2ccccc12)C(=O)O (stereo not drawn)	-3	15%	-18%	25
9	CC(NC(=O)CN1CCN(c2ccc(Cl)cc2)CC1)c1ccccc1 (stereo not drawn)	-3	?	103%[activator]	nt
10	O=C1C2ON(c3ccccc3)C(c3cccnc3)C2C(=O)N1c1ccc(Cl)c(Cl)c1 (stereo not drawn)	-6	32%[activator]	21%	-12
11	O=C(CN1CCN(c2ccc(O)cc2)CC1)NCC(=O)Nc1ccc(F)c(F)c1F	nt	?	4%	nt
12	Cc1ccnc(N2C(=O)c3ccccc3C2=O)c1	-6	12µM*	-17%	-6

entry	LmPK inh	Pf growth 48h	TbPYK inhibitor
1	-5%	32%[activator]	0%
2	1%	?	-1%
3	15%	?	-44%
4	0%	6%	1%
5	-11%	?	-17%
6	nt	?	0%
7	0%	?	2%
8	-2%	nt	6%
9	6%	3%	1%
10	13%	nt	1%
11	nt	?	?
12	-6%	-14%[0.00184 µM]	-1%

Additional results
entry	Compound	Cycloheximide cs	Pf growth 96h	AmpC no deterg	Shiga inhibitor
13	Cc1n[nH]c(=O)c2c(NC(=O)CSc3nnnn3-c3ccccc3)oc(C)c12	nt	-2%	-20%	nt
14	COc1ccccc1NC(=O)Cn1nnc(-c2ccccc2NC(=O)c2cccs2)n1	-4	nt	-16%	-22
15	C/C(=N\Nc1ccc(C#N)cc1[N+](=O)[O-])c1ccc(O)cc1	16	?	-17%	21
16	OC(COc1ccc2cc(Br)ccc2c1)CN1CCN(c2ccccn2)CC1 (stereo not drawn)	7	9%	23%	-4
17	CCOc1ccc(Br)cc1C(=O)N/N=C/c1c[nH]c2ccccc12	-4	8%	-51%	-3
18	CCCCOc1ccc(C(=O)OC(C)CN(C)C)cc1 (stereo not drawn)	-2	?	32%	-2
19	COC(=O)Cc1c(C)nc2nc(-c3ccc(C)cc3)[nH]n2c1=O	-3	15%	-17%	-5
20	O=c1oc2ccccc2n1CSc1nc2ccccc2s1	41*	-5%	-31%	96*
21	O=C(Nc1ccncc1)c1cccc(S(=O)(=O)N2CCOCC2)c1	nt	21%	-17%	nt
22	CCN(CC)CCCN1C(=O)C(O)=C(C(=O)c2cc3cccc(OC)c3o2)C1c1ccncc1 (stereo not drawn)	-3	8%	-25%	-1
23	N#C/C(=C\c1ccccc1)C(=O)NC(=O)Oc1ccccc1	8	5%	-9%	-4
24	CCOC(=O)c1nc(N/N=C/c2ccccc2)sc1Br	13*	?	-31%	21

entry	LmPK inh	Pf growth 48h	TbPYK inhibitor
13	nt	11%	-8%
14	1%	-6%	6%
15	0%	?	1%
16	3%	?	-2%
17	-2%	?	0%
18	-3%	5%	-1%
19	-4%	nt	-1%&-3%
20	0%	264%[activator]	-4%
21	nt	3%	1%
22	-2%	-3%	2%
23	-1%	nt	0%
24	2%	17%	-4%

A second format for some results above:
The line under a structure holds: Cycloheximide cs | Pf growth 96h | AmpC no deterg | Shiga inhibitor | LmPK inh | Pf growth 48h | TbPYK inhibitor
14) COc1ccccc1NC(=O)Cn1nnc(-c2ccccc2NC(=O)c2cccs2)n1
  -4 | nt | -16% | -22 | 1% | -6% | 6%
15) C/C(=N\Nc1ccc(C#N)cc1[N+](=O)[O-])c1ccc(O)cc1
  16 | ? | -17% | 21 | 0% | ? | 1%

Further structures:
entry	Compound	Cycloheximide cs	Pf growth 96h	AmpC no deterg	Shiga inhibitor
25	CCOC(=O)C1=C(c2ccccc2)NC(=O)NC1c1cc(OC)c(O)c([N+](=O)[O-])c1 (stereo not drawn)	1	?	-13%	nt
26	CS(=O)(=O)Nc1cccc(C2=NN(S(C)(=O)=O)C(c3ccccc3)C2)c1 (stereo not drawn)	9	52%[activator]	-13%	27
27	Cn1c(O)c(N=Nc2cccc(S(=O)(=O)N3CCOCC3)c2)c(=O)n(C)c1=O	-3	43%	1%	-11
28	CC(C)C1Nc2ccc(C(=O)O)cc2C2C=CCC21 (stereo not drawn)	-2	230%[activator]	-6%	-10
29	O=C(Nc1sc2c(c1C(=O)O)CCC2)c1cccs1	48*	-8%[5.75 µM]	-23%	115*
30	CCOc1ccc(CCNC(=O)Cn2ccc3cc(S(=O)(=O)N4CCCC4)ccc32)cc1	10	29%	26%	-4
31	CCOC(=O)Cc1cc(=O)n2[nH]c(C)c(-c3ccc(OC)cc3)c2n1	3	?	-2%	13
32	O=c1oc2ccccc2c2c1ncn2-c1ccccc1	-1	43%[activator]	-41%	-26
33	COc1ccc(NC(=O)CN(c2ccccc2)S(=O)(=O)N(C)C)cc1Cl	1	8%	-21%	-4
34	CC(=O)/C=C\c1ccc(OC(=O)c2cccnc2)cc1	1	?	9%	-5
35	CC(OC(=O)CCN=C1NS(=O)(=O)c2ccccc21)C(=O)Nc1ccc(F)cc1Cl (stereo not drawn)	nt	8%	-26%	nt
36	COc1ccccc1OCCOc1ccc(C(=O)c2ccccc2)cc1	7	?	-20%	8

entry	LmPK inh	Pf growth 48h	TbPYK inhibitor
25	9%	37%[activator]	6%
26	12%[11.5 µM]	11%	-3%
27	1%	12%	0%
28	1%	53%[activator]	?
29	?	46%[activator]	-17%
30	0%	?	2%
31	-4%	?	0%
32	-2%	15%	-8%
33	5%	-14%	15%
34	4%	18%	-5%
35	nt	5%	-2%
36	-3%	35%[activator]	-4%

Continued.
entry	Compound	Cycloheximide cs	Pf growth 96h	AmpC no deterg	Shiga inhibitor
37	Cc1cc(N2CCOCC2)ccc1/C=C1\C(=O)NC(=O)N(c2ccccc2)C1=O	15	-12%	-25%	-19
38	CCOC(=O)CSc1nnc(CNc2cccc(Cl)c2)n1-c1ccccc1	3	nt	104%[activator]	-11
39	CC12CCC(=O)N1C(C(=O)OCC(=O)Nc1cc(S(=O)(=O)N3CCCCC3)ccc1Cl)CS2 (stereo not drawn)	-3	?	25%	13
40	Cc1ccc(NC(=O)Cn2nnc(C(=O)Nc3ccc(C)c(C)c3)c2N)cc1	15*	9.3µM*	-36%	4
41	CCOC(=O)C(C)Sc1nc2c(c(=O)[nH]c(=O)n2C)n1CCc1ccccc1 (stereo not drawn)	-4	?	27%	-3
42	CCCCN(C(=O)CC1CCCCC1)c1c(N)n(CC(C)C)c(=O)[nH]c1=O	nt	?	-18%	nt
43	Cc1ccc(S(=O)(=O)NC(C)C(=O)Nc2ccc(C(N)=O)cc2)cc1 (stereo not drawn)	-1	-17%	-16%	-11
44	O=C1NC(=O)N(c2ccccc2)C(=O)/C1=C/c1ccoc1	-3	12%	-27%	15
45	COc1cc2c(cc1NC(=O)COC(=O)[C@@H](NS(=O)(=O)c1cccc(Cl)c1)C(C)C)oc1ccccc12	13*	76%[activator]	-23%	23
46	Cc1ccccc1-n1c(C)cc(/C=C2/C(=N)N3C(c4ccccc4)=CSC3=NC2=O)c1C	8	?	-35%	17
47	CC(=O)Nc1nc2ccc(NC(=O)c3ccco3)cc2s1	45*	149%[activator]	-15%	55*
48	Oc1c(C(c2ccccc2)N2CCCCC2)sc2ncnn12 (stereo not drawn)	-2	?	-11%	-5
49	COCCNC(=O)/C(C#N)=C/c1ccc(-c2ccc(OC)cc2[N+](=O)[O-])o1	-3	112%[activator]	-17%	-22

entry	LmPK inh	Pf growth 48h	TbPYK inhibitor
37	-5%	19%	?
38	6%	-12%	-10%
39	0%	-36%	-6%
40	-1%	7%	2%
41	3%	nt	-11%
42	nt	?	-5%
43	-1%	-6%	2%
44	4%	5%	?
45	6%	54%[activator]	0%
46	0%	-3%	2%
47	-3%	nt	2%
48	1%	?	-3%
49	-3%	19%	5%

Among those listed so far, seven have an NH in an aromatic ring.
entry	Compound	Cycloheximide cs	Pf growth 96h	AmpC no deterg	Shiga inhibitor
8	CC(Sc1c[nH]c2ccccc12)C(=O)O (stereo not drawn)	-3	15%	-18%	25
13	Cc1n[nH]c(=O)c2c(NC(=O)CSc3nnnn3-c3ccccc3)oc(C)c12	nt	-2%	-20%	nt
17	CCOc1ccc(Br)cc1C(=O)N/N=C/c1c[nH]c2ccccc12	-4	8%	-51%	-3
19	COC(=O)Cc1c(C)nc2nc(-c3ccc(C)cc3)[nH]n2c1=O	-3	15%	-17%	-5
31	CCOC(=O)Cc1cc(=O)n2[nH]c(C)c(-c3ccc(OC)cc3)c2n1	3	?	-2%	13
41	CCOC(=O)C(C)Sc1nc2c(c(=O)[nH]c(=O)n2C)n1CCc1ccccc1 (stereo not drawn)	-4	?	27%	-3
42	CCCCN(C(=O)CC1CCCCC1)c1c(N)n(CC(C)C)c(=O)[nH]c1=O	nt	?	-18%	nt

entry	LmPK inh	Pf growth 48h	TbPYK inhibitor
8	-2%	nt	6%
13	nt	11%	-8%
17	-2%	?	0%
19	-4%	nt	-1%&-3%
31	-4%	?	0%
41	3%	nt	-11%
42	nt	?	-5%
